A549 tox = A549 cytotoxicity, counter-screen for Nrf2 inhibitors; A549 ARE-Fluc cells, CellTiter-Fluor viability, 18-24 h; Potency, µM (doses to about 46 µM), for inactives: top-dose activity change, negative = cytotoxicity, most hits filed as inhibitors; 0.16% of 390,000 active; AID 504648; note: potency is the fitted concentration of half-maximal effect; % is set by controls: 0 for no effect and ±100 for the full control effect
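A549 ARE_Fluc cells in 5% FBS OPTI-MEM were exposed to compounds in concentration-response for 18-24 h at 37 deg C. Viability was read by CellTiter-Fluor fluorescence (Ex 405/Em 525) after 30 min, before the luciferase read.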
Nrf2 block = blocks Nrf2 signaling. A549 ARE-Fluc reporter, luciferase luminescence, 18-24 h. Potency, µM (series often up to 46 µM), for the others: at the top dose activity change, negative = inhibition, actives largely listed as inhibitors. 2.1% of 360,000 active; note: potency is the fitted concentration of half-maximal effect; % is set by controls: 0 for no effect and ±100 for the full control effect; nearly all actives have a fitted effect of over 60% in size
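Nrf2 function is reported as luminescence of an ARE-controlled luciferase in A549 cells. Compounds were tested at several concentrations, and a CellTiter-Fluor read on the same wells flagged cytotoxicity.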
CCT chaperon mod = cytosolic chaperonin activity modulation; 0.3% of 360,000 active; purified chaperonin ATPase assay, HTRF ADP detection, 30 min; activity change, % (test concentration not listed), hits read low; AID 651819; in the data active = activity change below about -30%; note: % is set by controls: 0 for no effect and ±100 for the full control effect
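Enzyme 40 or 20 nM (batch-dependent) in Tris pH 7.4/KCl/MgCl2/DTT; cpd 76 uM single point; ATP 10 uM; 30 min 37 °C; Transcreener ADP HTRF detection, 30 min RT; ratio 665/615.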
TGFb inhibitor = inhibitors of TGF-b signaling; HepG2 CAGA-GFP TGF-b/SMAD3 reporter, GFP fluorescence, 18 h; TGF-beta stimulated, 500 pg/mL final; Potency, µM (top dose mostly 46.1 µM), for the others: top-dose activity, negative = inhibition, actives largely listed as inhibitors; 1.2% of 410,000 active; note: potency is the fitted concentration of half-maximal effect; % is set by controls: 0 for no effect and ±100 for the full control effect; nearly all actives have a fitted effect of over 65% in size
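Cell-based qHTS in HEPG2 carrying a CAGA-GFP Smad reporter; compounds added before 500 pg/mL final TGF-beta, 18 h incubation at 37 degrees C, GFP fluorescence quantified per cell by imaging cytometry.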
MmCpn inh = blocks the Methanococcus maripaludis chaperonin Mm-Cpn; purified Mm-Cpn ATPase, ADP Transcreener TR-FRET; Potency, µM (series often up to 76.9 µM), for the others: at the top dose activity, negative = inhibition, actives largely listed as inhibitors; 0.031% of 330,000 active; AID 504842; note: potency is the fitted concentration of half-maximal effect; % is set by controls: 0 for no effect and ±100 for the full control effect; nearly all actives have a fitted effect of over 80% in size
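Quantitative HTS used 25 nM Mm-CPN and 10 uM ATP in magnesium/KCl Tris buffer, pH 7.4, with 1 mM DTT. Hydrolysis ran 30 min at 37°C; ADP was read by HTRF.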
Nrf2 ARE act = activates Nrf2 signaling. AREc32 ARE-luciferase reporter (MCF7-derived line), luminescence, 24 h. Potency, µM (highest dose often 46.1 µM), inactives show top-dose activation, most hits filed as activators. 0.31% of 410,000 active. AID 624171; note: potency is the fitted concentration of half-maximal effect; % of control where 0% means no effect; nearly all actives have a fitted effect of over 65% in size
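For detection, Steady-Glo was added and plates sat 30 min at RT; before that, AREc32_Fluc cells grown overnight in OPTI-MEM/5% FBS had been treated with 23 nL compound for 24 hr at 37 deg C.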
EPAC2 antag = EPAC2 (human) antagonism; 0.18% of 360,000 active; EPAC2 GEF exchange of Rap1B-BODIPY-GDP, fluorescence; AID 720708; Potency, µM (highest dose often 114 µM), inactives show at the top dose activity, negative = inhibition, actives largely listed as inhibitors; note: potency is the fitted concentration of half-maximal effect; % is set by controls: 0 for no effect and ±100 for the full control effect; nearly all actives have a fitted effect of over 45% in size; many of its hits are not listed in these tables
Target sequence (Q8WZA2 whole entry, looked up): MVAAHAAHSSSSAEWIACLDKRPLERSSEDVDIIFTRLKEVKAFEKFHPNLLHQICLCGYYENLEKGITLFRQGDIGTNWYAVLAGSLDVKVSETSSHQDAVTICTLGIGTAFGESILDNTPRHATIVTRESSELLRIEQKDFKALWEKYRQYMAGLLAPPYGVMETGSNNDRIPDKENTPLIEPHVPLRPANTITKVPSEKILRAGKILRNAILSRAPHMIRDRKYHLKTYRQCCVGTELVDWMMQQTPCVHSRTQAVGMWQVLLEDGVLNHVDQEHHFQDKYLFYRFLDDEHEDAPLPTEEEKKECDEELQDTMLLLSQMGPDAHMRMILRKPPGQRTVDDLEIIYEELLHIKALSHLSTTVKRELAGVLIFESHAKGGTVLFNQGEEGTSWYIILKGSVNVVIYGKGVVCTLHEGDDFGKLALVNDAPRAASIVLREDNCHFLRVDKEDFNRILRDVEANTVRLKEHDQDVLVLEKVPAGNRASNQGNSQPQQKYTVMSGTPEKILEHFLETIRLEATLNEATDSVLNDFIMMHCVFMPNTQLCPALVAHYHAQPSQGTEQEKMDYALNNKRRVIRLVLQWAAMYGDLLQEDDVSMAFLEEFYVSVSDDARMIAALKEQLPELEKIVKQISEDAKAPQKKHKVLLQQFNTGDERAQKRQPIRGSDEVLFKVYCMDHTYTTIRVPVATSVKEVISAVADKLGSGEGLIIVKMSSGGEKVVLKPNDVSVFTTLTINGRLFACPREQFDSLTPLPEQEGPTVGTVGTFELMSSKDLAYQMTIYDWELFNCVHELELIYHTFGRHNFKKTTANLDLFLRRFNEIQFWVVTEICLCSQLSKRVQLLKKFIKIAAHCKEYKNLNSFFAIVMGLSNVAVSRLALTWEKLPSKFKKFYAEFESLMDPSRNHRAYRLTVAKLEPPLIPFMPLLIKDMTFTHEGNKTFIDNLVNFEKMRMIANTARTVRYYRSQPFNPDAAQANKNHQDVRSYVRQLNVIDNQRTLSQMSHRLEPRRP
Akt phos inh = inhibitors of Akt phosphorylation | AID 651550 | 0.32% of 360,000 active | activity change, % for hits at 50 µM | Neuro2A IGF-stimulated pAkt S473 HTRF, 20 min; hits give low values; in the data active = activity change below about -80%; inconclusive = mostly about -51% to -80%; note: % is set by controls: 0 for no effect and ±100 for the full control effect
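Neuro2A cells in DMEM with 0.5% FBS, overnight at 37 deg C, given compound at single 50 µM final, then IGF (6 nM final) for 20 min at 37 deg C. Lysed; phospho-Akt Ser473 by HTRF after 24 h, 665/615 ratio.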
EPAC2 agonist = EPAC2 (human) agonism; Q8WZA2; EPAC2 activation, biochemical qHTS; response scale: 100% = 6.5 mM cAMP response; 0.079% of 360,000 active; Potency, µM (series often up to 154 µM), inactives show at the top dose activation, most hits filed as activators; note: potency is the fitted concentration of half-maximal effect; nearly all actives have a fitted effect of over 50% in size
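Nucleotide exchange monitored as fluorescence drop when BODIPY-GDP leaves Rap1B. Reaction: 100 nM EPAC2, 250 nM RAP1B-BODIPY-GDP, 50 uM GDP, room temperature, kinetic read over 30 min. Activity expressed relative to 6.5 mM cAMP.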
An asterisk follows results filed as active; i = inactive; u = inconclusive; x = not tested or not shown. Unless noted, calls come from the whole dose curve; as a rule, active = well fitted curve in the direction sought with a large enough effect; inconclusive = small, poorly fitted or top-dose-only effect, or another doubt; inactive = no such curve, though single readings can be large; an effect the other way counts as inactive or inconclusive. The list is partial, so the mix of outcomes need not match the whole.

SMILES	A549 tox	Nrf2 block	CCT chaperon mod	TGFb inhibitor	MmCpn inh	Nrf2 ARE act	EPAC2 antag	Akt phos inh	EPAC2 agonist
Cc1ccc(-c2n[nH]c(=S)n2/N=C/c2c(C)[nH]n(-c3ccccc3)c2=O)cc1	0%	-5%	-1.5	0%	0%	-0.2%	-4%	i	5%
O=C(CSc1n[nH]c(-c2cccnc2)n1)Nc1ccccc1	-1%	x	-3.7	-23%	-1%	0.3%	4%	i	-1%
NC(=O)COc1ccc(-n2cnnn2)cc1	-2%	-3%	0.5	1%	0%	-1.1%	-1%	i	2%
CC(=O)c1cccc(CN2CCN(C(C)C)C(CCO)C2)c1 (stereo not given)	3%	2%	-4.6	-6%	-2%	-0.2%	2%	i	7%
OC(c1ccc2ccccc2c1)c1ncc(-c2cccc3ccccc23)[nH]1 (stereo not given)	x	x	1.5	u	x	-1.6%	-10%	i	18%
CN(CC(=O)Nc1ccc(F)cc1)C(=O)C1Cc2ccccc2CN1S(C)(=O)=O (stereo not given)	0%	8%	-0.2	-9%	2%	0.4%	6%	i	3%
COc1ccc(N2CCN(C(=O)c3cccc(Br)c3)CC2)c([N+](=O)[O-])c1	-1%	u	1.2	u	-1%	4.4%	-6%	i	17%
Cn1c2ccccc2n2c(=O)c(=O)n(CC(=O)c3ccc(F)cc3)nc12	0%	7%	-1.1	20%	-1%	-0.5%	24%	i	4%
CC(C)C[C@H](NC(=O)c1[nH]cnc1C(=O)Nc1ccc(CNC(=O)OC(C)(C)C)cc1)C(=O)OC(C)(C)C	-25%	u	0.0	u	1%	-4.5%	-15%	i	-14%
CCN(CC)C(=O)[C@H]1C[C@H](CC(=O)NCCc2ccccn2)C(=O)N2CCc3c([nH]c4cc(-c5ccco5)ccc34)[C@]12C	u	u	-0.9	u	1%	24%	4%	i	2%
O=C1N(O)C2(C=CCCC2)/C(=N\O)C12CCCCC2 (stereo not given)	4%	-8%	-0.8	0%	1%	-0.4%	0%	i	-1%
CC(=O)Nc1cccc(-c2csc(C(O)c3ccc(F)cc3)n2)c1 (stereo not given)	x	x	-1.4	-2%	x	4.6%	5%	i	11%
O=C(Oc1ccc([N+](=O)[O-])cc1)c1cc(-c2ccccc2)nc2ccccc12	2%	x	-6.1	-27%	-2%	0.0%	-3%	i	25%
O=C(COC(=O)c1cccc(-n2cnnn2)c1)c1ccccc1	1%	16%	-0.8	5%	-2%	0.1%	20%	i	6%
CCCC(C)NCC(=O)Nc1ccccc1-c1ccccc1 (stereo not given)	-2%	1%	-3.5	0%	-2%	-0.5%	-5%	x	0%
O=C(NCC1COc2ccccc2O1)c1cccc(S(=O)(=O)N2CCCCC2)c1 (stereo not given)	-2%	u	-22	u	3%	0.2%	-2%	i	4%
CCOC(=O)c1c(-c2ccccc2)csc1/N=C/C1C(=O)CCCC1=O	3%	-7%	0.1	11%	-2%	-0.4%	-1%	i	-21%
Cc1ccc(NC(=O)c2sc(N)nc2-c2ccc([N+](=O)[O-])cc2)cc1C	-2%	-12%	-0.5	11%	2%	0.5%	5%	i	-3%
O=C(NC12CC3CC(CC(C3)C1)C2)N1CCN(C(=O)c2ccco2)CC1	1%	23%	1.7	-2%	0%	1.0%	5%	i	-6%
Clc1ccc(/C(Cc2nc3ccccc3[nH]2)=N\Nc2ccccc2)cc1	u	u	3.1	u	1%	3.8%	0%	i	9%
COCCNC(=O)CN(c1ccccc1OC)S(C)(=O)=O	-3%	1%	-2.8	18%	0%	-0.4%	14%	x	6%
COc1ccc(NC(=O)c2coc3ccccc23)cc1OC	-6%	5%	2.5	6%	-1%	3.5%	9%	x	6%
Cc1ccc2nc(-c3ccc(NC(=O)COC(=O)c4ccc(=O)[nH]c4)cc3)sc2c1	-5%	u	1.8	7%	-15%	0.0%	19%	i	6%
CCn1c(C(=O)N2CCCC(C(=O)NCCCc3ccccc3)C2)cc2sccc21 (stereo not given)	u	16µM*	-0.1	-13%	-1%	2.7%	-6%	i	14%
C=CC[C@@H](CC(=O)N[C@@H](CO)Cc1ccccc1)C(=O)N[C@@H](C)COC(=O)[C@@H](CC=C)Cc1ccc(F)cc1	-2%	-1%	-3.8	-1%	-1%	2.4%	4%	i	-10%
SMILES	A549 tox	Nrf2 block	CCT chaperon mod	TGFb inhibitor	MmCpn inh	Nrf2 ARE act	EPAC2 antag	Akt phos inh	EPAC2 agonist
CC(C)(C)OC(=O)[C@H](Cc1ccccc1)NC(=O)c1[nH]cnc1C(=O)Nc1cccc(Cl)c1	-14%	u	-2.5	10µM*	0%	-2.9%	-9%	i	2%
CCOc1ccc(CN(C)CC(=O)Nc2ccc(N3CCOCC3)cc2)cc1OC	3%	3%	-4.1	0%	2%	-0.7%	1%	i	5%
O=C(NC(=S)Nc1cc(S(=O)(=O)N2CCOCC2)ccc1N1CCOCC1)c1ccco1	1%	u	3.0	-4%	-2%	4.9%	14%	i	6%
Cc1cc(-c2ccccc2)nc(N(C)NC(=O)C2CC2)c1S(C)(=O)=O	3%	-11%	-2.5	0%	1%	-0.6%	-2%	i	-3%
CC1CN(C(=O)c2ccc(NS(=O)(=O)c3ccc(F)cc3)cc2)CC(C)O1 (stereo not given)	11%	-19%	-0.5	1%	2%	-0.8%	2%	i	6%
COc1c(F)cc2[nH]c3c(c2c1F)CCNC3=O	-1%	-12%	x	-21%	x	2.9%	-2%	x	1%
O=C(CCc1ccc(Oc2cc([N+](=O)[O-])cc([N+](=O)[O-])c2)cc1)N1CCCCCC1	2%	9%	-4.2	18µM*	1%	14%	-8%	i	17%
CC(=O)Nc1ccc(S(=O)(=O)N(C)CC(=O)N/N=C/c2ccncc2)cc1	1%	6%	-4.3	-15%	1%	0.1%	-4%	i	6%
NC(=O)NCCc1ccccc1	-1%	3%	1.2	-7%	2%	-0.7%	7%	i	10%
COC(=O)c1c(NC(=O)C2CC(=O)NN2Cc2ccccc2)sc(C)c1C (stereo not given)	-23%	u	-3.2	-5%	3%	0.3%	u	i	-9%
CC(=O)Oc1c(C)c(OC(C)=O)c2c(c1C(C)=O)OC1CC(=O)C(C(C)=O)=C(O)C21C (stereo not given)	-22%	u	0.5	-1%	3%	-0.4%	-21%	i	1%
CN1CCN(CCCNC(=O)CN2C(=O)COc3ccccc32)CC1	7%	-11%	0.0	4%	-1%	0.1%	-2%	i	12%
COC(=O)Cc1csc(/N=C/c2c(O)n(-c3cccc(C(F)(F)F)c3)c(=O)c3ccccc23)n1	0%	-16%	1.3	-11%	5%	-0.9%	-15%	i	-10%
CC12CCC(C)(c3nc4ccccc4nc31)C2(C)C	4%	4%	-1.9	6%	1%	-0.3%	-5%	i	11%
Cc1ccccc1Nc1c([N+](=O)[O-])ccc2nonc12	-1%	u	-0.7	-2%	-1%	-0.4%	-5%	i	-5%
Cc1cccc(N2CCn3c2nc2c3c(=O)n(CCCc3ccccc3)c(=O)n2C)c1	3%	-3%	x	-6%	x	1.9%	x	x	x
CC(=O)c1sc(NC(=O)c2ccccc2)nc1-c1ccccc1	-4%	u	-3.0	-11%	-17%	7.8%	-3%	i	20%
O=C(Cc1c(F)cccc1Cl)Nc1ccccc1C(=O)N1CCOCC1	1%	9%	-1.9	2%	2%	-0.5%	12%	i	9%
O=C(Nc1ccncc1)Nc1cccc(Cl)c1Cl	7%	-20%	-1.5	-28%	0%	4.8%	-16%	i	15%
CCN(CC)C(CNS(=O)(=O)c1ccc(Cl)cc1)c1ccccc1 (stereo not given)	8%	-7%	-4.0	-16%	2%	0.3%	7%	i	3%
O=C(CCCC(=O)NN=Cc1ccc(Cl)cc1Cl)NN=Cc1ccc(Cl)cc1Cl	12%	-2%	0.4	6%	x	-0.3%	-2%	i	-2%
COc1ccc(-c2csc(Cc3nnc(N4CCOCC4)n3-c3ccccc3)n2)cc1OC	-2%	u	2.4	-28%	1%	-0.4%	-1%	i	10%
CN1C(=O)NC(c2ccc(Cl)cc2)C2=C1CC(C)(C)CC2=O (stereo not given)	2%	-7%	-0.5	5%	1%	-0.8%	4%	i	-5%
Cc1nnsc1C(=O)N1CCCC(C)(C(=O)NS(=O)(=O)C2CC2)C1 (stereo not given)	x	x	-1.4	3%	x	0.5%	-8%	i	3%
C=C(C)Cn1c(=O)c2c(nc3n2CCN3c2ccc(CC)cc2)n(C)c1=O	9%	u	x	7%	x	0.3%	x	x	x
O=C(C[n+]1cc(-c2ccc(F)cc2)n2c1CCC2)N1c2ccccc2Sc2ccccc21	11%	u	1.6	u	0%	3.4%	16%	i	-4%
Cc1occc1C(=O)NCc1ccco1	-3%	1%	-1.0	-8%	0%	1.9%	13%	i	-13%
COc1ccc(C(C)=O)cc1Cn1c(C)c(C(=O)NC2CC2)sc1=O	x	x	-0.3	-16%	x	0.4%	3%	i	3%
Cc1cc(C)cc(NC(=O)C2CCCN(c3nc(C)cc(C)n3)C2)c1 (stereo not given)	-1%	4%	-6.9	-1%	0%	0.0%	14%	i	-5%

Among those listed so far, these have a thiophene ring, fused or not:
SMILES	A549 tox	Nrf2 block	CCT chaperon mod	TGFb inhibitor	MmCpn inh	Nrf2 ARE act	EPAC2 antag	Akt phos inh	EPAC2 agonist
CCOC(=O)c1c(-c2ccccc2)csc1/N=C/C1C(=O)CCCC1=O	3%	-7%	0.1	11%	-2%	-0.4%	-1%	i	-21%
CCn1c(C(=O)N2CCCC(C(=O)NCCCc3ccccc3)C2)cc2sccc21 (stereo not given)	u	16µM*	-0.1	-13%	-1%	2.7%	-6%	i	14%
COC(=O)c1c(NC(=O)C2CC(=O)NN2Cc2ccccc2)sc(C)c1C (stereo not given)	-23%	u	-3.2	-5%	3%	0.3%	u	i	-9%
